# Rin1-Abl PPI inh: inhibitors of Rin1-Abl protein binding, primary screen, biochemical, TR-FRET; 360,000 compounds, 0.4% hits; inhibition, % at 7.35 µM; Tyrosine-protein kinase ABL1 (Homo sapiens) + Ras and Rab interactor 1 (Homo sapiens), …; AID 588664, 2011; in the data active = inhibition above about 5%, passing the limit was not always enough
# Target sequence (P00519 whole entry, looked up): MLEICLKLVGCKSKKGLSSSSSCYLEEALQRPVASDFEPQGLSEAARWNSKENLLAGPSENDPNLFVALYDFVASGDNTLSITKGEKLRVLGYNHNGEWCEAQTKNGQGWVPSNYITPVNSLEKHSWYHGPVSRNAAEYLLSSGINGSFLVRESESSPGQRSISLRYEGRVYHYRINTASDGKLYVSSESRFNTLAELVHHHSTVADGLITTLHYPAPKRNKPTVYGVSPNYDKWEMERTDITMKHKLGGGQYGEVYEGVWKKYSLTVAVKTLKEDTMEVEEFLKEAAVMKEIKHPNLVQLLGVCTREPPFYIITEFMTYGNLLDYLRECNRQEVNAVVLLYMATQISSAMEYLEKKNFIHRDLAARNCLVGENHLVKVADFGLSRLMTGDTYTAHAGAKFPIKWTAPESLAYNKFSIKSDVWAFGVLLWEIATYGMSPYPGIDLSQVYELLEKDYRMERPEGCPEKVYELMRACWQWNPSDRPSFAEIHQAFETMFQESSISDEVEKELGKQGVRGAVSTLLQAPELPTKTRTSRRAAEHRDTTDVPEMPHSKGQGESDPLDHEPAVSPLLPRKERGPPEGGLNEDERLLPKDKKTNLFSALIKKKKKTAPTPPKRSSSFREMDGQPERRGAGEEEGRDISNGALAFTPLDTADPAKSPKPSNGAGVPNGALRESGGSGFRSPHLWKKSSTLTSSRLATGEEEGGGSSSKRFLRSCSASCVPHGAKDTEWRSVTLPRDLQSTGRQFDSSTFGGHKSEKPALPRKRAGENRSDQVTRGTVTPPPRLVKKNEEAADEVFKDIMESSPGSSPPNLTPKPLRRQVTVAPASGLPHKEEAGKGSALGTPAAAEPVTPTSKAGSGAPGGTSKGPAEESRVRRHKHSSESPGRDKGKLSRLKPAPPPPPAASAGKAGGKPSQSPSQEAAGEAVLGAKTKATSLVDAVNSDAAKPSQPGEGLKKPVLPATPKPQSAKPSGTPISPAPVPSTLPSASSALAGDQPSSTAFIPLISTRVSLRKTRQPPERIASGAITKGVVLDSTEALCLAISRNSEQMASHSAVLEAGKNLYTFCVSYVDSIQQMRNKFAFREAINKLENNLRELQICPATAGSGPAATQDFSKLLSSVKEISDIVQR
# Target sequence (Q13671 whole entry, looked up): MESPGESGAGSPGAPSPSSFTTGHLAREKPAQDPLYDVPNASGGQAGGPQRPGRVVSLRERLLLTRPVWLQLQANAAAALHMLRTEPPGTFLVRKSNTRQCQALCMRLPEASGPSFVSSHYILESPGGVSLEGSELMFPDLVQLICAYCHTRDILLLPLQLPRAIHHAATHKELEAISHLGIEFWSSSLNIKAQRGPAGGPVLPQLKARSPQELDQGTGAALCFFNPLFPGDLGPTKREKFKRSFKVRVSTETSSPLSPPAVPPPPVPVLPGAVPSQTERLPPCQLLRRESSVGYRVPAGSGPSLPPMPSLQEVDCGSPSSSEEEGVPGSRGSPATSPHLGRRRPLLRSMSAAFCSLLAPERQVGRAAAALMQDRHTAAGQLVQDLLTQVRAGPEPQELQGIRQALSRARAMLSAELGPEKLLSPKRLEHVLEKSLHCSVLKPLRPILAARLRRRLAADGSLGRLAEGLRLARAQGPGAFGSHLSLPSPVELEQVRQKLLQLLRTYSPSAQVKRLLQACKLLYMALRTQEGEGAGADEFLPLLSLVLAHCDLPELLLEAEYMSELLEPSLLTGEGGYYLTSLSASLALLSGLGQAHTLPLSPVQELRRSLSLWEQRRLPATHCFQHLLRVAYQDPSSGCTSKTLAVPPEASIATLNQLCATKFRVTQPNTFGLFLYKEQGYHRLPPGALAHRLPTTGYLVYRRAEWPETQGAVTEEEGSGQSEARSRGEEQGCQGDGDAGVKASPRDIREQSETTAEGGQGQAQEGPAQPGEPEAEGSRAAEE
# Neddyl block: inhibitors of cullin neddylation, primary screen, biochemical, TR-FRET, uHTS, NAE and Ubc12; NEDD8-conjugating enzyme Ubc12 (Homo sapiens) + NEDD8-activating enzyme E1 regulatory …; 360,000 compounds, 0.58% hits; calls only at 25 µM; AID 651699, 2012; in the data active = inhibition above about 36%
# FAS-TE inh: FAS thioesterase domain inhibitors, primary screen, biochemical, fluorescence intensity, uHTS; Fatty acid synthase (Homo sapiens), P49327; recombinant FAS-TE, OMFH fluorogenic substrate, fluorescence endpoint; inhibition, % at 15 µM; 360,000 compounds, 0.67% hits; AID 602261, 2012;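 active = compounds whose normalised, plate-corrected inhibition of enzyme fluorescence in the single-dose primary screen is 50% or more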;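 note: 0% = DMSO with enzyme and 100% = substrate without enzyme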
# CSN deneddyl inh: inhibitors of CSN-mediated cullin deneddylation, primary screen, biochemical, fluorescence polarization, uHTS; COP9 signalosome complex subunit 5 (Homo sapiens), Q92905; Purified CSN, SCF-Nedd8-OG deneddylation; inhibition, % at 12.5 µM; 360,000 compounds, 0.38% hits; AID 651999, 2013;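 active = pattern-corrected inhibition above about 35%, with an unprinted fluorescence ratio check between 0.5 and 1.5, limit read from the data, passing the limit was not always enough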;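 note: 0% = enzyme with substrate and 100% = substrate without enzyme; some results filed as inactive read as strong as hits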
#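 Test system: Human Csn5 produced in HEK293T cells | Compound: 12.5 µM single point | Times: 90 min, room temperature | Signal: Fluorescence polarization readout | Read-out basis: % inhibition of substrate cleavage by Csn5 | Controls: no-enzyme wells high, enzyme-with-substrate wells low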
# eLon inh: inhibitors of E. coli Lon protease, primary screen, biochemical, fluorescence polarization; P0A9M0; 360,000 compounds, 0.42% hits; AID 602123, 2011; inhibition, % at 7.94 µM; purified E. coli Lon protease; in the data active = inhibition above about 13%, passing the limit was not always enough;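 note: 0% = enzyme with probe and DMSO and 100% = no enzyme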
# bovine MsrA act: bovine MsrA enzyme activators, primary screen, biochemical, absorbance, HTS | AID 602163, 2012 | Methionine sulfoxide reductase A (Bos taurus) | activation, % at 10.6 µM | 360,000 compounds, 0.3% hits | purified bovine MsrA, absorbance read-out; in the data active = activation above about 7.5%;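 note: 0% = vehicle and 100% = reference activator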
# MLLE-PAM2 inh: inhibitors of PABP1 MLLE–PAM2 peptide binding, primary screen, biochemical, fluorescence polarization, FITC-PAM2, GST-MLLE; Polyadenylate-binding protein 1 (Homo sapiens), P11940; inhibition, % at 20 µM; 360,000 compounds, 0.36% hits; AID 588489, 2011; in the data active = inhibition above about 35%, passing the limit was not always enough;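 note: plate controls were DMSO wells with GST-MLLE for no effect and wells lacking GST-MLLE protein for full effect; some results filed as inactive read as strong as hits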
# MsrA inh: bovine MsrA enzyme inhibitors, primary screen, biochemical, absorbance, HTS; 360,000 compounds, 0.75% hits; purified bovine MsrA, absorbance read-out; inhibition, % at 15.5 µM; Methionine sulfoxide reductase A (Bos taurus); AID 651718, 2012; in the data active = inhibition above about 4.5%;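 note: 0% = vehicle wells with enzyme and 100% = reference inhibitor wells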
# Tb MetRS inh: T. brucei MetRS inhibitors, primary screen, biochemical, luminescence. methionyl-tRNA synthetase (Trypanosoma brucei brucei). purified T. brucei MetRS, ATP depletion, Kinase-Glo luminescence. inhibition, % at 11.9 µM. 360,000 compounds, 0.4% hits. AID 624268, 2012;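 active = inhibition above a per-plate cutoff of the control wells' mean inhibition plus 3 SD, cut at about 5.5% in these data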;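 note: 0% = DMSO wells median and 100% = median of wells with control inhibitor compound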
#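 Measured by: Kinase-Glo luciferase luminescence reporting remaining unconsumed ATP. Material: purified T. brucei MetRS enzyme. Doses: 11.9 µM compound single dose, 0.9% DMSO. Medium: HEPES buffer containing pyrophosphatase, BSA, spermine, DTT. Times: 15 min preincubation, 2 h reaction, all 25 °C. Reagent: methionine, ATP and bulk E. coli tRNA.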
# The depositor's hits bear a star; i = inactive; nt = not tested or not shown.
1	O=C(O)CCCCCNc1nc2ncn(Cc3ccccc3)c2c(=O)[nH]1
2	CCc1cc2c(=O)c(Oc3ccccc3)c(C)oc2cc1O
3	CC(=O)c1ccc(N2CCN(C(=O)c3cc4c(-c5ccccc5F)nn(C)c4s3)CC2)cc1
4	COc1ccc(C(=O)Nc2ccccc2C(=O)N/N=C/c2ccccn2)cc1OC
5	Cc1ccc(S(=O)(=O)NC(=O)c2ccccc2C)cc1
6	C=CCNC(=O)N1CCCC(C(=O)c2cccc(Cl)c2)C1 (centres undefined)

entry no.	1	2	3	4	5	6
Rin1-Abl PPI inh	1	-2	0	-2	2	-4
Neddyl block	i	nt	i	i	i	i
FAS-TE inh	-10	-5	24	12	-7	-10
CSN deneddyl inh	0	3	3	3	2	0
eLon inh	5	5	1	2	-14	0
bovine MsrA act	-4	-1	-7	-2	-4	-4
MLLE-PAM2 inh	-4	-2	-12	15	0	-11
MsrA inh	0.0	0.6	0.9	-0.6	-1.1	1.2
Tb MetRS inh	-0.5	0.4	-1.3	0.4	0.5	0.1

7	CCN(Cc1ccccc1)C(=O)c1oc2ccc(S(=O)(=O)N3CCOCC3)cc2c1C
8	Cc1ccc(C2CC(C(F)(F)F)n3nc(C(=O)NCc4ccco4)cc3N2)cc1 (centres undefined)
9	COC(=O)Cc1ccc(NC(=S)NNC(=O)C2CC2)cc1
10	CCCS(=O)(=O)N1CCCC(C(=O)NCCCN2CCCC2=O)C1 (centres undefined)
11	Cn1c(=O)c2c(nc(N3CCCCC3)n2CCNC2=NCCC2)n(C)c1=O
12	O=C(NCCC(=O)N1CCCC(C(F)(F)F)C1)c1ccccc1Cl (centres undefined)

entry no.	7	8	9	10	11	12
Rin1-Abl PPI inh	0	-1	-3	-1	2	-2
Neddyl block	i	i	i	i	i	i
FAS-TE inh	11	3	-7	-4	-10	-2
CSN deneddyl inh	-4	2	-1	2	-1	-5
eLon inh	-5	4	4	-13	-4	2
bovine MsrA act	-3	-1	-3	-6	-5	-4
MLLE-PAM2 inh	-11	1	-28	4	-3	7
MsrA inh	-0.2	-0.1	0.5	0.5	1.0	-0.4
Tb MetRS inh	0.2	-0.4	-0.3	-1.5	-0.5	0.4

13	CCC(=O)NC(c1cc(Cl)c2ccccc2c1O)C(C)C (centres undefined)
14	CCOc1cc(/C=C2\C(=O)ON=C2C)ccc1OCc1ccccc1
15	NC(=O)NC(=O)CSc1nc2sc(-c3ccccc3)cc2c(=O)n1-c1ccccc1
16	COc1ccc(C(=O)NN/C(C)=C/C(=O)C(F)(F)C(F)(F)C(F)(F)F)cc1
17	COc1ccc(S(=O)(=O)Nc2ccccn2)cc1C(=O)Nc1ccccc1
18	CCN(CC)c1ccc(/C=N/NC(=S)NCc2ccco2)cc1

entry no.	13	14	15	16	17	18
Rin1-Abl PPI inh	2	-2	1	-1	-3	2
Neddyl block	nt	i	i	i	i	nt
FAS-TE inh	13	-12	15	-8	-4	29
CSN deneddyl inh	-1	-7	8	-2	0	-4
eLon inh	10	1	-7	11	-6	-6
bovine MsrA act	-3	-1	-4	-4	-3	-4
MLLE-PAM2 inh	5	-49	0	-8	-3	8
MsrA inh	0.7	0.6	0.2	0.3	-0.4	1.8
Tb MetRS inh	-0.2	-0.1	-0.5	0.0	-0.3	-0.3

19	COc1ccc(-c2[nH]n(-c3ccc([N+](=O)[O-])cc3)c(=O)c2C=NCc2ccc(F)cc2)cc1
20	O=C(CSc1nc(C2CC2)nc2ccccc12)Nc1ccccc1
21	CC1CC(C)CN(c2cc(N(C)CCO)c([N+](=O)[O-])c3nonc23)C1 (centres undefined)
22	CN(C)c1ccc(CN2CCC(C(=O)NC(c3ccc(F)cc3)c3ccc4ccccc4n3)CC2)cc1 (centres undefined)
23	O=C(NC1CCCC1)C(c1ccsc1)N(Cc1ccccc1)C(=O)Cc1cccs1 (centres undefined)
24	CC(C)C[C@H](NC(=O)OC(C)(C)C)C(=O)N1CCC(C(=O)O)CC1

entry no.	19	20	21	22	23	24
Rin1-Abl PPI inh	0	-2	-12	5	1	0
Neddyl block	i	i	i	i	i	i
FAS-TE inh	23	-3	8	0	21	-6
CSN deneddyl inh	-9	1	24	0	-5	-2
eLon inh	-2	-1	-26	8	-7	0
bovine MsrA act	0	-3	-6	-1	3	4
MLLE-PAM2 inh	-79	-4	-14	3	-11	1
MsrA inh	0.2	0.9	0.7	1.4	0.7	0.6
Tb MetRS inh	0.2	-0.7	0.3	-0.1	0.3	-1.6

25	Cc1ccc2oc(=O)c3cc(C(=O)N4CCN(C)CC4)sc3c2c1
26	C/C(Cl)=C\Cn1c(=O)c2c(nc3n2CCS3)n(C)c1=O
27	CC1(C(=O)NS(=O)(=O)c2ccccc2Cl)CCN1C(=O)Cc1cc(F)ccc1F (centres undefined)
28	O=[N+]([O-])c1ccc(NCCCNS(=O)(=O)c2ccccc2)c(Cl)c1
29	N=c1c2ccccc2nc2n1CCCCCCC2
30	O=C(Nc1ccc(F)cc1)c1ccc(Cn2cnnn2)cc1

entry no.	25	26	27	28	29	30
Rin1-Abl PPI inh	-6	1	0	-4	-2	0
Neddyl block	i	i	i	i	i	i
FAS-TE inh	-4	3	-8	16	-4	-2
CSN deneddyl inh	5	2	-2	-6	-1	3
eLon inh	-10	-6	-7	-5	20	12
bovine MsrA act	-2	1	1	-3	-2	-3
MLLE-PAM2 inh	15	11	-5	7	3	16
MsrA inh	2.2	0.1	-0.3	0.0	-0.6	-0.7
Tb MetRS inh	-0.1	-0.8	0.1	2.1	-0.2	-0.6

31	CCN(CC)S(=O)(=O)c1ccc(Cl)c(C(=O)NCc2ccco2)c1
32	CCOc1ccc2nc(N3C(=O)/C(=C/c4ccccc4)NC3=S)sc2c1
33	O=C(Cn1c(=O)c2c3c(sc2n(Cc2ccccc2)c1=O)CCCC3)NCCO
34	Cc1ccc(-n2c(N)c(C(=O)NCc3cccnc3)sc2=S)cc1
35	CSc1ccc(S(=O)(=O)Nc2c(C)cccc2C)cc1
36	COCCN1C2=C(COC(C)(C)C2)C(=S)NC1c1ccccc1 (centres undefined)

entry no.	31	32	33	34	35	36
Rin1-Abl PPI inh	1	-1	6	-3	3	-1
Neddyl block	i	i	i	i	i	i
FAS-TE inh	-4	-3	0	-1	3	-8
CSN deneddyl inh	-1	19	-3	-3	4	3
eLon inh	-10	-77	-1	1	-3	-2
bovine MsrA act	-3	3	-3	-6	-5	-2
MLLE-PAM2 inh	3	-24	-4	30	-6	32
MsrA inh	1.5	0.3	0.5	1.5	0.5	2.3
Tb MetRS inh	0.1	-1.3	-1.3	0.2	-0.3	0.0

37	O=C(NC1CCCC1)c1c[nH]c2ccc(F)cc2c1=O
38	O=C1CSCC(=O)N1Cc1ccc(Cl)cc1Cl
39	CCOc1ccc(/C=N/NC(=O)c2nnn(-c3nonc3N)c2CN2CCC(C)CC2)cc1
40	Cc1cccc2c(=O)cc(C)n(CC(N)=O)c12
41	CN1C(C(=O)Nc2ccccn2)=C(O)c2ccccc2S1(=O)=O
42	C1CCc2c(c(N3CCOCC3)nc3sc4c(N5CCOCC5)nnnc4c23)C1

entry no.	37	38	39	40	41	42
Rin1-Abl PPI inh	2	0	3	2	-3	-2
Neddyl block	i	i	i	i	i	i
FAS-TE inh	-9	1	17	-5	-6	0
CSN deneddyl inh	1	1	-5	-2	-5	1
eLon inh	-1	6	3	-4	3	6
bovine MsrA act	-12	-8	-7	-3	-5	-1
MLLE-PAM2 inh	-5	2	0	1	1	-8
MsrA inh	-0.3	-0.3	-0.3	-0.3	2.5	1.2
Tb MetRS inh	0.2	-1.6	-0.3	0.3	0.0	-0.2

43	CCOc1ccc(C(=O)Nc2ccccc2N2CCCC2)cc1
44	CCOc1cc(C2C3=C(CCCC3=O)OC3=C2C(=O)CCC3)cc([N+](=O)[O-])c1O
45	O=C(Cn1cnc2c(oc3ccccc32)c1=O)NCc1ccco1
46	O=C(O)c1ccc(Cn2cnc3c(=S)nc[nH]c32)cc1
47	Cc1nc(SCC(=O)Nc2c(C)nn(C)c2C)c2cnn(-c3ccccc3)c2n1
48	Cc1ccc(Cl)cc1NC1=NC(=S)N(C(C)C)C12CCCCC2

entry no.	43	44	45	46	47	48
Rin1-Abl PPI inh	-2	-1	1	0	3	-2
Neddyl block	i	i	i	i	i	i
FAS-TE inh	-2	-4	-5	-6	-5	16
CSN deneddyl inh	-6	11	-3	-5	8	3
eLon inh	-2	-2	3	3	-2	2
bovine MsrA act	-13	-4	-2	5	5	-2
MLLE-PAM2 inh	14	0	10	10	7	-52
MsrA inh	-0.1	1.1	-0.5	0.0	0.9	-0.7
Tb MetRS inh	-1.8	-0.5	0.0	5.2	-0.5	0.5

# Profiles as entered above. Screens in order: Rin1-Abl PPI inh, Neddyl block, FAS-TE inh, CSN deneddyl inh, eLon inh, bovine MsrA act, MLLE-PAM2 inh, MsrA inh, Tb MetRS inh
# `Cc1ccc(Cl)cc1NC1=NC(=S)N(C(C)C)C12CCCCC2` is listed as -2, i, 16, 3, 2, -2, -52, -0.7, 0.5
# `Cc1nc(SCC(=O)Nc2c(C)nn(C)c2C)c2cnn(-c3ccccc3)c2n1` is listed as 3, i, -5, 8, -2, 5, 7, 0.9, -0.5
# `CCOc1ccc(C(=O)Nc2ccccc2N2CCCC2)cc1` is listed as -2, i, -2, -6, -2, -13, 14, -0.1, -1.8

# (more compounds)
49	CC(C)(CO)CNC(=O)CCc1nnc(-c2ccc(-c3ccccc3)cc2)o1
50	CCc1ccccc1NC(=O)CN1C(=O)c2ccccc2S1(=O)=O
51	COc1cc(C(=O)Nc2nccs2)c(Br)c(OC)c1OC
52	COc1cc2[nH]c(C(=O)N3CCN(C)CC3)cc2c(OC)c1OC
53	CCOC(=O)C1=C(C)NC(=O)NC1c1cccnc1 (centres undefined)
54	C=CCn1c(SCC(=O)N2CCOCC2)nc(O)c(Cc2ccccc2)c1=O
55	O=C1NCCCC1C(=O)N/N=C/c1ccccc1 (centres undefined)
56	COc1cccc2c1cc1c(=O)n(CC(=O)N3CCCC3)nc(C)n12

entry no.	49	50	51	52	53	54	55	56
Rin1-Abl PPI inh	1	1	-1	1	0	-2	2	0
Neddyl block	i	i	i	i	i	i	i	nt
FAS-TE inh	0	-4	-5	-4	-6	-7	-10	-3
CSN deneddyl inh	-6	3	5	-2	4	-1	-3	2
eLon inh	-1	2	-1	2	-6	8	-1	2
bovine MsrA act	-4	-1	-4	-4	3	-3	0	-1
MLLE-PAM2 inh	-3	6	1	6	-10	32	7	-7
MsrA inh	0.0	0.3	-0.7	3.0	1.1	-1.2	0.2	2.5
Tb MetRS inh	0.0	0.2	-0.7	-0.8	-0.1	-0.7	-0.2	0.1

# High-throughput results as filed in PubChem BioAssay.
